AHR activator = human AHR activation | AHR-responsive luciferase reporter cells, luminescence | 320,000 compounds, 2.5% hits | P35869 | activation, % at 5 µM; in the data active means activation above about 47%;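 further: 0% = vehicle wells and 100% = reference agonist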
Target sequence (P35869 whole entry, looked up): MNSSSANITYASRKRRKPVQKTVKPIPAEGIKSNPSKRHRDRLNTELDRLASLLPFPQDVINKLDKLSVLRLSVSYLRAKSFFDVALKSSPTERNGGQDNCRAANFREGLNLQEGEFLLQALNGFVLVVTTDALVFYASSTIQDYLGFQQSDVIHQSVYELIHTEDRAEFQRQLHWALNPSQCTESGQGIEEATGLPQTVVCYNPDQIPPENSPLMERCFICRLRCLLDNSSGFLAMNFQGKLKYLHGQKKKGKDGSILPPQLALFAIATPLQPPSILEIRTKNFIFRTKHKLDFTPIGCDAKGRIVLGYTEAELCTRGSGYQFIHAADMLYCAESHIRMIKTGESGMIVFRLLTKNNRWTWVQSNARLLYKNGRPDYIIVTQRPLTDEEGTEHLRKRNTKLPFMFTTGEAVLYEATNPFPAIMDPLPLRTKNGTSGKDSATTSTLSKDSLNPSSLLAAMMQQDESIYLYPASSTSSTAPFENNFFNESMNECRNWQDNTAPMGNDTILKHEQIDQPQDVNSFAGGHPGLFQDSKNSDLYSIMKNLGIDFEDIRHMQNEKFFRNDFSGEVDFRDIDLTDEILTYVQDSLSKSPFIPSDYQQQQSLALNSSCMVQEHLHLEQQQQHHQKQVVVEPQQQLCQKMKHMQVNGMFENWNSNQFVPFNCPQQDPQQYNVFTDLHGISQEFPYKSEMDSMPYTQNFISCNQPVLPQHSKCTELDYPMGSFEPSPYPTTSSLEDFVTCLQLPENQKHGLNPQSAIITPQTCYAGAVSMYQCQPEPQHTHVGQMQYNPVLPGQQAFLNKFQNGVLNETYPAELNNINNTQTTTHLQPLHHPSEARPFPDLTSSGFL
proCasp3 act = procaspase-3 (human) activation | recombinant procaspase-3 D3A, Ac-DEVD-pNA absorbance 405 nm | activation, % at 8.5 µM | 330,000 compounds, 0.11% hits;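 active means activation above the mean of all tested compounds plus 3 SD, cut at about 21% in these data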;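 further: 0% = DMSO alone and 100% = DMSO wells spiked with extra 5 µM PC-3 D3A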
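Evaluation: percent activation relative to control range; Material: Procaspase-3 D3A mutant, all three cleavage aspartates alanine; Compound: single dose, 8.5 µM nominal compound, 0.8% DMSO; Replication: one well per compound; Signal: absorbance at 405 nm, 0 and 120 min; Schedule: 1 h preincubation plus 2 h reaction at 25 °C.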
LAP4-GFP MLPCN = modulators of TOR pathway LAP4-GFP in S. cerevisiae | 320,000 compounds, 0.34% hits | AID 2023 | GFP response vs DMSO, % at 10 µM | S. cerevisiae LAP4-GFP multiplex, flow cytometry GFP, 3 h; median GFP as percent of DMSO wells;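 active means GFP response vs DMSO above a set limit, about the screen mean plus 3 SD, cut at about 150% in these data; inconclusive means under 70 cell events counted for the yeast strain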
RPL19A-GFP yeast = yeast TOR pathway RPL19A-GFP modulation. S. cerevisiae RPL19A-GFP strain, flow cytometry, 3 h; stronger effect = lower value. 330,000 compounds, 0.3% hits. percent response vs DMSO, % at 10 µM;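 active means percent response vs DMSO below 50%; inconclusive means fewer than 70 events counted for the yeast strain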;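 further: median channel GFP fluorescence of the barcoded RPL19A-GFP strain; ratio of sample median GFP to plate DMSO average so 100% = DMSO; lower means less RPL19A-GFP as with rapamycin TOR inhibition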
CIT2-GFP yeast = modulators of TOR pathway CIT2-GFP in S. cerevisiae. GFP response vs DMSO, % at 10 µM. S. cerevisiae CIT2-GFP strain, flow cytometry, 3 h; 100 means same as DMSO wells. 320,000 compounds, 0.065% hits;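 active means GFP response relative to DMSO above a set limit, near the screen mean plus 3 SD, cut at about 150% in these data; inconclusive means Fewer than 70 cells measured for a yeast strain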;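 further: ratio of well median GFP fluorescence to mean of DMSO wells on the plate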
AGP1 TOR yeast = yeast TOR pathway AGP1-GFP modulation | S. cerevisiae AGP1-GFP multiplex flow cytometry, 3 h; GFP as percent of DMSO wells | GFP response vs DMSO, % at 10 µM | 320,000 compounds, 0.02% hits | AID 2066;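 active means GFP response relative to DMSO above a set limit, near screen average plus 3 SD, cut at about 150% in these data; inconclusive means fewer than 70 cells counted for the yeast strain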;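 further: median GFP channel fluorescence of the gated AGP1 strain per well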
MEP2-GFP yeast = alters MEP2-GFP fluorescence in TOR pathway yeast screen | S. cerevisiae MEP2-GFP strain, flow cytometry GFP, 3 h; 100% = DMSO control level | GFP response vs DMSO, % at 10 µM | 330,000 compounds, 0.51% hits | AID 2016;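 active means GFP response versus DMSO above a set limit, roughly screen mean plus 3 SD, cut at about 180% in these data; inconclusive means fewer than 70 cells counted for a yeast strain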;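 further: median GFP fluorescence of the barcode-gated MEP2-GFP cells per well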
procasp7 counter = counter-screen: procaspase-7 (human) activation | 330,000 compounds, 0.093% hits | AID 463210 | activation, % at 8.5 µM | recombinant procaspase-7, Ac-DEVD-pNA absorbance 405 nm; D23A/D198A/D206A triple mutant, cannot self-cleave; scale: DMSO 0, 5 µM enzyme 100;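 active means percent activation above the screen-wide mean plus 3 SD, cut at about 25% in these data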
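buffer or medium = Zinc-free HEPES/NaCl buffer, pH 7.4 | material = Procaspase-7 triple mutant (PC-7 D3A) | input = 2 µM procaspase-7 mutant as dispensed | signal = Epi-absorbance of released pNA at 405 nm, two timepoints | timing = 1 h preincubation, 2 h reaction | replicates = singlicate compound testing | evaluation = % activation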
* = called active by the depositor; ? = inconclusive; . = no result given; [ ] = remark or other dose.

entry	molecule	MEP2-GFP yeast	AHR activator	proCasp3 act	CIT2-GFP yeast	RPL19A-GFP yeast	AGP1 TOR yeast	LAP4-GFP MLPCN	procasp7 counter
1	Cc1noc(C)c1C(=O)OCC(=O)N(C)C1(C#N)CCCCC1	96.3	-0.4	7.2	94.6	95.9	97.4	95.0	10.6
2	C=CCOC(=O)C(=O)/C=C/c1c(C)n(C)n(-c2ccccc2)c1=O	92.5	-1.2	-18.1	88.8	100.8	91.1	96.8	-26.3
3	Cc1ccc(-c2n[nH]c(=O)c3ccccc23)cc1S(=O)(=O)NCC1CCCO1 (stereo not drawn)	89.9	0.1	3.0	108.3	98.9	98.2	94.1	2.1
4	O=C(Nc1ccc([N+](=O)[O-])cc1)N1CCc2ccccc2C1	105.3	2.4	-13.2	94.2	101.5	94.0	98.2	-1.4
5	O=C(COC(=O)c1nc(Cl)ccc1Cl)NCc1cccs1	96.9	1.9	-3.7	90.0	96.5	106.1	105.8	3.1
6	Cn1c(SCC(=O)Nc2ccc(NC(=O)c3ccccc3F)cc2)nnc1-c1ccncc1	108.3	14.7	-3.0	120.9	106.1	102.2	102.5	-9.1
7	COCCN(C(=O)COC(=O)c1c(NC(C)=O)sc(C)c1C)c1c(N)n(Cc2ccccc2)c(=O)[nH]c1=O	94.2	1.4	-8.7	79.6	89.2	90.1	95.5	-2.2
8	COC(=O)c1ccccc1NC=C1C(=O)OC2(CCCCC2)OC1=O	106.4	-4.1	6.9	92.3	107.8	106.1	106.5	-2.9
9	C[C@@H](NC(=O)/C(C#N)=C/c1ccc(O)c(O)c1)c1ccccc1	93.7	1.3	-22.2	85.9	101.7	88.6	110.3	-24.1
10	Cc1ccc(NC(=O)Cn2cc(C(F)(F)F)cc(Cl)c2=O)cc1S(=O)(=O)N1CCCCC1	103.7	4.5	-0.4	117.6	102.3	117.7	115.2	3.0
11	COc1cc(C(=O)O)c([N+](=O)[O-])c(OC)c1OC	105.8	-1.0	-8.8	99.9	105.6	106.6	110.1	11.1
12	COc1ccc(NC(=O)C2(c3ccccc3)CCCC2)cc1	96.0	-0.7	4.8	93.2	93.4	96.1	114.3	4.5
13	Clc1ccc(NCc2nnc3n2CCCCC3)cc1	95.3	5.0	-2.5	88.9	87.9	86.6	89.7	2.3
14	COc1ccc(CNC(=O)C2CCC(CNC(=O)[C@@H]3Cc4ccccc4CN3)CC2)cc1 (stereo partly drawn)	109.8	0.4	-8.5	103.8	107.3	109.2	106.3	-5.3
15	CCCCC(CC)CN1C(=O)/C(=C/c2ccncc2)SC1=S (stereo not drawn)	104.1	3.1	0.9	80.7	96.5	102.7	114.8	6.8
16	CCOc1ccc(CCNC(=O)COC(=O)Cn2cnc3c2c(=O)n(C)c(=O)n3C)cc1OCC	107.3	-0.9	-5.3	105.1	101.5	102.9	102.6	9.6
17	O=C(CSc1nnc(C2CC2)n1-c1ccccc1)NCCc1ccc(F)cc1	107.0	0.0	-0.8	101.3	102.2	105.8	105.6	1.6
18	COc1ccccc1NC(=O)COC(=O)C1CC(=O)N(c2ccc3c(c2)OCCO3)C1 (stereo not drawn)	107.7	-1.1	-4.7	101.0	100.5	106.4	107.5	3.1
19	COc1ccc(OCC(=O)Nc2ccccc2-c2ccccc2)cc1	99.1	-1.4	4.1	95.7	96.3	95.6	103.7	-3.0
20	CCn1c(-c2cc(Cl)ccc2OC)n[nH]c1=S	100.7	-2.7	-2.6	101.4	94.1	97.8	96.5	-4.8
21	COc1cc(/C=N/NC(=O)CCNC(=O)c2ccccc2Cl)ccc1O	99.1	2.2	3.5	98.3	98.3	96.3	80.6	2.5
22	CC(C)COc1ccc(C(=O)N/C(=C\c2cccc([N+](=O)[O-])c2)C(=O)O)cc1	98.8	-1.2	-6.0	96.0	99.9	100.8	110.7	4.6
23	COc1cccc(OC)c1CC1SC(=O)NC1=O (stereo not drawn)	103.0	3.8	-1.7	104.4	104.8	104.7	98.3	4.1
24	OCC[C@H]1C[C@@H](O)[C@H](O)[C@]2(CCCCO2)O1	108.9	-1.0	-2.7	98.3	99.3	100.6	102.7	2.4
25	Cc1ccc(NC(=O)C(NC2CCCc3ccccc32)c2ccccc2)cc1Cl (stereo not drawn)	105.2	1.6	5.6	99.0	105.8	104.2	91.8	7.9
26	Cc1nn(CC(=O)N2CCN(S(=O)(=O)c3ccccc3)CC2)c(C)c1[N+](=O)[O-]	93.6	0.0	0.5	101.7	98.2	96.0	94.9	5.3
27	Cc1ccc(CNC(=O)COC(=O)CSc2cc(C)c(Br)cc2C)cc1	101.5	0.8	-5.5	97.2	98.9	101.9	93.1	-4.0
28	Cn1ccnc1SCC(=O)N1CCc2ccccc21	88.1	27.5	0.3	.	99.9	88.2	73.4	-2.0
29	O=S1(=O)CCO[C@H]2Cc3ccccc3[C@H]2N1Cc1ccccc1Br	95.5	0.3	6.8	93.0	103.2	92.2	146.5	-0.6
30	CCOC(=O)COc1ccccc1-c1ccno1	88.3[may fluoresce red]	-3.3	-3.3	82.8[may fluoresce red]	?	93.0[may fluoresce red]	82.9[may fluoresce red]	5.4
31	CSC(=S)N(C)C1CCS(=O)(=O)C1 (stereo not drawn)	96.5	-1.5	3.2	97.6	97.6	95.0	89.9	4.5
32	CCC(C)n1c(-c2ccco2)nc2nc3ccccc3nc21 (stereo not drawn)	103.1	7.7	1.0	83.0	100.5	85.9	113.2	-0.7
33	Cn1nc(-c2ccccc2)c(CSc2cccc(Cl)c2)c1Cl	109.1	4.1	8.1	112.6	102.6	105.3	109.8	5.4
34	Cc1cc(C)n2nc(C(=O)OCC(=O)N3C(C)CCCC3C)nc2n1 (stereo not drawn)	102.5	0.9	3.1	106.7	99.5	110.2	102.9	4.4
35	COc1ccc(C2C(C#N)=C(N)OC3=C2C(=O)CC(C)(C)C3)cc1Cn1nc(C)c([N+](=O)[O-])c1C (stereo not drawn)	101.0	0.7	-6.7	95.0	102.8	100.6	74.5	-10.4
36	CCC1CCCCN1S(=O)(=O)c1ccc(NC(=O)C2CCCO2)cc1 (stereo not drawn)	91.4	2.7	2.1	.	107.0	92.9	81.8	4.7
37	COc1cccc(-c2nc(CS(=O)(=O)CC(=O)Nc3cc(F)ccc3F)c(C)o2)c1	105.0	2.7	-9.6	101.5	98.2	100.2	94.8	6.5
38	Cc1cccc(N=C(N2CCOCC2)P(=O)(N2CCOCC2)N2CCOCC2)c1	107.3	2.0	9.3	116.2	103.9	107.3	108.3	2.3
39	CCC(NC(=O)Cc1c(C)c2ccc(OC)c(C)c2oc1=O)C(=O)NC(Cc1ccc(Cl)cc1)C(=O)O (stereo not drawn)	120.2	-1.1	-4.2	104.3	100.4	110.6	102.2	-1.8
40	O=C(c1cccc([N+](=O)[O-])c1)N1CCN(c2ncccn2)CC1	101.6	-3.1	-5.5	103.9	104.4	98.2	97.2	1.9
41	Cc1ccc(S(=O)(=O)N2CCC(=O)N(C(COCc3cccc(Cl)c3)C(C)C)CC2)cc1 (stereo not drawn)	98.6	-0.2	7.2	96.5	103.5	98.2	108.3	13.0
42	CCCn1c(C)cc(C(=O)COC(=O)c2ccc(Cl)c(S(=O)(=O)N3CCCC3)c2)c1C	92.3	-1.3	3.4	103.3	.	100.4	96.0	-7.1
43	COc1ccc(S(=O)(=O)N2CCC(C(=O)N3CCOCC3)CC2)cc1	89.5	0.4	-4.2	85.0	89.2	87.8	87.3	3.0
44	CCc1ccc(-c2cc3c(=O)n(CC(=O)NCCCN4CCN(CC)CC4)nc(C)n3n2)cc1	111.4	-3.8	-3.8	101.3	99.8	107.9	101.4	1.0
45	C=CCn1c(SCC(=O)Nc2ccc(Br)cc2)nc(O)c(CC)c1=O	76.3	4.8	5.5	86.9	82.3	78.2	84.5	2.8
46	C=CCn1c(SCc2cc(=O)n3ccsc3n2)nc2scc(C3CC3)c2c1=O	98.7	11.2	-2.4	89.7	94.6	96.2	102.5	2.5
47	CN(Cc1ccccc1)c1ccc(S(=O)(=O)N2CCOCC2)cn1	99.5	-2.0	-5.7	93.9	94.1	96.7	98.6	5.7
48	Nc1ccccc1S(=O)(=O)NC1=NCCCCC1	107.6	-2.2	-6.5	97.9	104.1	99.4	93.5	-2.2
49	CCOC(=O)c1ccc(N2CCN(C(=O)c3ccccc3)CC2)c(NC(=O)c2ccco2)c1	100.6	-1.3	4.8	102.1	100.8	110.0	115.0	-8.7
50	CCCCCNc1nc2sc3c(c2c(=O)n1-c1cccc(Cl)c1)CCN(C)C3	100.4	0.8	-1.9	96.2	97.8	105.5	102.2	-2.1

Structures from the list above containing a nitro group on carbon:
entry	molecule	MEP2-GFP yeast	AHR activator	proCasp3 act	CIT2-GFP yeast	RPL19A-GFP yeast	AGP1 TOR yeast	LAP4-GFP MLPCN	procasp7 counter
4	O=C(Nc1ccc([N+](=O)[O-])cc1)N1CCc2ccccc2C1	105.3	2.4	-13.2	94.2	101.5	94.0	98.2	-1.4
11	COc1cc(C(=O)O)c([N+](=O)[O-])c(OC)c1OC	105.8	-1.0	-8.8	99.9	105.6	106.6	110.1	11.1
22	CC(C)COc1ccc(C(=O)N/C(=C\c2cccc([N+](=O)[O-])c2)C(=O)O)cc1	98.8	-1.2	-6.0	96.0	99.9	100.8	110.7	4.6
26	Cc1nn(CC(=O)N2CCN(S(=O)(=O)c3ccccc3)CC2)c(C)c1[N+](=O)[O-]	93.6	0.0	0.5	101.7	98.2	96.0	94.9	5.3
35	COc1ccc(C2C(C#N)=C(N)OC3=C2C(=O)CC(C)(C)C3)cc1Cn1nc(C)c([N+](=O)[O-])c1C (stereo not drawn)	101.0	0.7	-6.7	95.0	102.8	100.6	74.5	-10.4
40	O=C(c1cccc([N+](=O)[O-])c1)N1CCN(c2ncccn2)CC1	101.6	-3.1	-5.5	103.9	104.4	98.2	97.2	1.9

Sorted by number of heavy atoms (falling): some entries from above
entry	molecule	MEP2-GFP yeast	AHR activator	proCasp3 act	CIT2-GFP yeast	RPL19A-GFP yeast	AGP1 TOR yeast	LAP4-GFP MLPCN	procasp7 counter
46	C=CCn1c(SCc2cc(=O)n3ccsc3n2)nc2scc(C3CC3)c2c1=O	98.7	11.2	-2.4	89.7	94.6	96.2	102.5	2.5
9	C[C@@H](NC(=O)/C(C#N)=C/c1ccc(O)c(O)c1)c1ccccc1	93.7	1.3	-22.2	85.9	101.7	88.6	110.3	-24.1
33	Cn1nc(-c2ccccc2)c(CSc2cccc(Cl)c2)c1Cl	109.1	4.1	8.1	112.6	102.6	105.3	109.8	5.4
